Source: PubChem
ELG1 genotoxic: inducers of genotoxicity in HEK293T ELG1-luciferase cells; Potency, µM (highest dose often 46 µM), for inactives: at the highest dose activity change, positive = activation, most hits filed as activators; HEK293T ELG1-luciferase reporter, luminescence, 16 h; 330,000 compounds, 1.3% hits; note: potency is the fitted concentration of half-maximal effect; % of control where 0% means no effect; nearly all actives have a fitted effect of over 60% in size
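Step 1: seed 2,000 HEK293T ELG1-luciferase cells per well. Step 2: add compound or DMSO, incubate 16 hr at 37 °C. Step 3: ONE-Glo, 30 min at room temperature, read luminescence.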
p53 reactivator: restores transcriptional activity of mutant p53; H1299 p53-A138V BP100-luciferase reporter, luminescence, 24 h; Potency, µM (series often up to 92.2 µM), inactives show at the highest dose activity change, positive = activation, actives largely listed as activators; 320,000 compounds, 0.063% hits; AID 504706; note: potency is the fitted concentration of half-maximal effect; % of control where 0% means no effect; nearly all actives have a fitted effect of over 45% in size
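H1299 (p53-null), stable ts p53-A138V + BP100-Luc; 1000 cells/well, Opti-MEM/10% FBS; cpd 4 pt, 1:5; 24 h, 37 deg C, 5% CO2; detection reagent 10 min RT; luminescence.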
Tb PFK inh: blocks T. brucei phosphofructokinase. 330,000 compounds, 0.17% hits. T. brucei PFK, ADP-Glo luminescence. O15648. Potency, µM (titrated, usually from 57.5 µM), without a hit: at the top dose activity, negative = inhibition, most hits filed as inhibitors;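 note: potency is the fitted concentration of half-maximal effect; 0% = uninhibited 1x PFK enzyme wells and -100% = no-enzyme wells; nearly all actives have a fitted effect of over 60% in size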
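Luminescent ADP detection (ADP-Glo, two-step: ATP depletion then ADP-to-ATP conversion for luciferase) reported PFK activity after 45 min room-temperature reaction of 1.25 nM enzyme with 0.5 mM F6P and 0.1 mM ATP at pH 8.0.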
RORgamma inh: blocks mouse ROR gamma transcriptional activity. Drosophila S2 Gal4-RORgamma UAS-luciferase reporter, 20 h. Potency, µM (top dose mostly 53.6 µM), for inactives: top-dose activity change, negative = inhibition, most hits filed as inhibitors. 310,000 compounds, 5.4% hits. AID 2551; note: potency is the fitted concentration of half-maximal effect; % is set by controls: 0 for no effect and ±100 for the full control effect; nearly all actives have a fitted effect of over 60% in size
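Drosophila Schneider cells stably carrying a metallothionein-driven Gal4 DBD–ROR gamma fusion and a UAS-Photinus luciferase reporter were exposed to compound for 1 hr, then induced with copper sulfate (700 uM final) for 20 hr at ambient temperature before luminescence reading.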
BRCA1 expr act: activators of BRCA1 expression; 380,000 compounds, 1.1% hits; Potency, µM (doses to about 46.1 µM), for the others: at the highest dose activation, hits mostly activators; MCF7-BRCA1-FFLuc reporter, luminescence, 48 h; response scale: scaled: vehicle 0%, 10 µM genistein 100%; note: potency is the fitted concentration of half-maximal effect; nearly all actives have a fitted effect of over 80% in size; some results filed as inactive show a strong effect at the top dose
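Quantitative HTS in MCF7 cells stably reporting BRCA1 expression via firefly luciferase. Compound treatment lasts 48 h at 37 °C in phenol-red free MEM. Activation is expressed relative to genistein at 10 microM and DMSO.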
Gal4-VP16 FLuc: Gal4-VP16 reporter inhibition counter-screen. Potency, µM (titrated, usually from 53.6 µM), without a hit: at the top dose activity, negative = inhibition, actives largely listed as inhibitors. 310,000 compounds, 3.5% hits. Drosophila S2 Gal4-VP16 UAS-luciferase, luminescence, 20 h;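 note: Gal4-VP16 expression switched on by copper sulfate through the metallothionein promoter; potency is the fitted concentration of half-maximal effect; % is set by controls: 0 for no effect and ±100 for the full control effect; nearly all actives have a fitted effect of over 50% in size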
ELG1 repair inh: inhibitors of ELG1-dependent DNA repair in HEK293T cells; AID 504467; Potency, µM (highest dose often 46.1 µM), inactives show top-dose activity change, negative = inhibition, usual class: inhibitors; 330,000 compounds, 2.3% hits; HEK293T ELG1-luciferase reporter, luminescence, 16 h; DNA damage induced by 5-fluorouridine; note: potency is the fitted concentration of half-maximal effect; % is set by controls: 0 for no effect and ±100 for the full control effect; nearly all actives have a fitted effect of over 55% in size
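DMSO vehicle served as the neutral condition. Each well held 2,000 cells given 5-fluorouridine plus compound; after 16 hr at 37 °C/5% CO2, ONE-Glo was added and luciferase measured 30 min later.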
FLuc modulator: counter-screen for miR-21 project: firefly luciferase inhibitors or activators | P08659 | purified FLuc, Km substrates, luminescence inhibition | Potency, µM (top dose mostly 57.5 µM), inactives show at the highest dose activity change, negative = inhibition, actives largely listed as inhibitors | 360,000 compounds, 6.9% hits | AID 588342;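 note: potency is the fitted concentration of half-maximal effect; plate controls were vehicle for no effect and reference inhibitor for full effect; nearly all actives have a fitted effect of over 55% in size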
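Purified P. pyralis luciferase, 10 nM final, with Km-level 10 uM D-luciferin and 10 uM ATP in 50 mM Tris acetate pH 7.5, 10 mM Mg acetate, 0.01% Tween-20, 0.05% BSA; 6-point qHTS titration about 60 µM downward; luminescence read.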
TRPV1 ag: activates the human vanilloid receptor TRPV1; TRPV1-expressing cells, Fluo-8 calcium influx, agonist mode; activation, % at 8.33 µM; 320,000 compounds, 0.19% hits; in the data active = activation above about 80%; inconclusive = between about 30% and that limit; note: 0% is about no effect
Target sequence (Q8NER1 whole entry, looked up): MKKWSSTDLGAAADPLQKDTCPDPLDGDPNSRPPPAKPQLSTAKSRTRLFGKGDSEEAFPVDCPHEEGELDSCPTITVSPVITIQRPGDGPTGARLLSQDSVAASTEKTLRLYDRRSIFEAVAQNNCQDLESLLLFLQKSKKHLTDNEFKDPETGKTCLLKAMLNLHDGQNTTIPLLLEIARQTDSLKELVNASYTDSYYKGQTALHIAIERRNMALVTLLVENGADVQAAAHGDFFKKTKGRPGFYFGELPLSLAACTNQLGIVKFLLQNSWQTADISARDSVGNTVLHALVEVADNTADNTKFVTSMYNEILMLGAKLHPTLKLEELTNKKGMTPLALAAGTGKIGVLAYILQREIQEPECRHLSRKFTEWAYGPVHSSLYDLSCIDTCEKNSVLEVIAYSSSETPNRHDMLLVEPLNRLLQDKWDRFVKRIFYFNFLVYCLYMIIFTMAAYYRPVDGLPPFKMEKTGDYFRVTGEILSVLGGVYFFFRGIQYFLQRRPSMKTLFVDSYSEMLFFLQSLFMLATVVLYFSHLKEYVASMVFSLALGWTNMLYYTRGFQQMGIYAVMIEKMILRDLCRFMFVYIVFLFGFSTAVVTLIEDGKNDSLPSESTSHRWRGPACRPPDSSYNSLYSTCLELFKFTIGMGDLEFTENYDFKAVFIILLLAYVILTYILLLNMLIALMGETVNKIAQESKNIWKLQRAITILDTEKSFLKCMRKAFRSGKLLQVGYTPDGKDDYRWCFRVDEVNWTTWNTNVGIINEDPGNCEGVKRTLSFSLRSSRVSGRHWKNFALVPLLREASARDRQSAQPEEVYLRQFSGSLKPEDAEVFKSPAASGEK
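TRPV1-expressing cells were cultured overnight at 35.5C and loaded with Fluo-8 calcium dye for 40 to 90 min at room temperature. After a 10 s baseline, compound was added and calcium influx was read kinetically for 3 min (ex 480/em 520 nm).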
NPC1 promoter act: activates the NPC1 promoter. Huh7 NPC1 promoter luciferase reporter, 24 h. Potency, µM (series often up to 9.22 µM), without a hit: at the highest dose activation, most hits filed as activators. 320,000 compounds, 2.4% hits;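 note: potency is the fitted concentration of half-maximal effect; % of control where 0% means no effect; nearly all actives have a fitted effect of over 60% in size; reporter is driven by a mutant NPC1 promoter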
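Cells: Huh7 expressing luciferase under the NPC1 promoter, 1500/well. Seeded 2 h, compound added, incubated 24 h at 37 °C. Luciferase reagent, 10 min ambient, then luminescence.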
Rab9 prom act: activators of Rab9 promoter; Huh7 Rab9 promoter-luciferase reporter, luminescence, 24 h; Potency, µM (titrated, usually from 9.22 µM), inactives show at the highest dose activation, negative = inhibition, usual class: activators; 320,000 compounds, 2.8% hits; note: potency is the fitted concentration of half-maximal effect; % of control where 0% means no effect; nearly all actives have a fitted effect of over 60% in size
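Quantitative HTS format; Huh7 Rab9-luciferase reporter cells (1500/well) receive compound 2 h post-plating, incubate 24 h at 37 °C, then get luciferase reagent for 10 min before luminescence reading.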
Numbers without * were called inactive; ? = inconclusive; / = not tested or not shown; [ ] = remark or other dose. Unless noted, calls come from the whole dose curve; as a rule, active = well fitted curve in the direction sought with a large enough effect; inconclusive = small, poorly fitted or top-dose-only effect, or another doubt; inactive = no such curve, though single readings can be large; an effect the other way counts as inactive or inconclusive.

SMILES	ELG1 genotoxic	p53 reactivator	Tb PFK inh	RORgamma inh	BRCA1 expr act	Gal4-VP16 FLuc	ELG1 repair inh	FLuc modulator	TRPV1 ag	NPC1 promoter act	Rab9 prom act
Cc1ccc(C)c(Cn2c(C(C)O)nc3ccccc32)c1 (centres undefined)	10%	-1%	11%	-6%	-9%	2%	6%	6%	3	-2%	-4%
CC1=CC[C@@]23CCCN2C(=O)CCC[C@H]3C1	9%	-7%	-3%	-4%[96.6 µM]	10%	-15%[96.6 µM]	?	/	/	/	/
Cc1cc(C)c2c(n1)SCC(=O)N2CC(=O)Nc1cccc(Cl)c1	4%	8%	2%	-20%	1%	5%	11%	2%	-4	-3%	2%
CCN(CC)S(=O)(=O)c1ccc(N2CCCC2)c(C(=O)OCC(=O)/C(C#N)=C(\C)N)c1	2%	-6%	17%	7%	-32%	-13%	?	-1%	-1	-4%	0%
CC1=CC(c2ccc(Cl)cc2)n2nc(NS(=O)(=O)c3ccc(C)cc3)nc2N1 (centres undefined)	1%	-4%	10%	0%	-11%	1%	4%	0%	0	1%	-1%
Cc1cnc(C(=O)N2CCCC(C(=O)c3ccc(C(F)(F)F)cc3)C2)cn1 (centres undefined)	-2%	-3%	2%	31%	32%	-11%	-16%	?	2	-8%	-6%
Cc1c(NC=C(C#N)C#N)c(=O)n(-c2ccccc2)n1C	-2%	1%	-1%	-16%	-2%	2%	-12%	3%	-2	-7%	-5%
O=C(Nc1ccc(F)c(Cl)c1)c1cc(-c2ccco2)on1	5%	13%	-6%	3%	62%	14%	0%	?	1	-3%	2%
CC1CCCN(S(=O)(=O)c2ccc(C(=O)NC(C)c3ccccc3)cc2)C1 (centres undefined)	0%	5%	-5%	/	-2%	/	-18%	3%	25	-1%	-1%
c1ccc2oc(-c3[nH]ncc3CN(Cc3ccncc3)CC3CCCO3)cc2c1 (centres undefined)	-1%	1%	0%	42%	3%	-4%	9%	-14%	-2	-3%	-8%
CC(NS(=O)(=O)c1ccc(F)cc1)C(=O)NCc1ccncc1 (centres undefined)	0%	16%	-3%	-19%	13%	0%	7%	5%	-3	-1%	-3%
O=c1[nH]c(C2CCN(S(=O)(=O)Cc3ccccc3)CC2)nc2c1nnn2Cc1ccccc1	-16%	-11%	-2%	?	-9%	-27%	23µM*	-1%	-1	-4%	-4%
Cc1cccc(NC(=O)C2CCN(S(=O)(=O)c3cccs3)CC2)n1	5%	-16%	-4%	6%	-39%	0%	?	-1%	0	-2%	-1%
COc1ccc(C2(C(=O)N3CCOCC3)CCOCC2)cc1OC	-1%	6%	1%	1%	4%	1%	-2%	3%	-2	2%	1%
O=C(COc1ccc(S(=O)(=O)N2CCOCC2)cc1)NCc1ccco1	5%	-14%	2%	2%	-4%	-4%	-1%	4%	-6	1%	-2%
COC(=O)CSc1nnc(CNc2nc(-c3ccccc3)cs2)n1C	2%	-2%	0%	0%	11%	-5%	16%	?	0	-2%	-3%
O/N=C/c1ccc2ccccc2c1	3%	5%	-12%	-5%	?	-22%	18%	-20%	-8	10%	-13%
COc1ccc(/C=C2\SC(N3CCCCC3)=NC2=O)cc1OC	?	5%	0%	-5%	14%	-13%	?	11µM*	?	1%	-5%
CCSc1ccc(/C(N)=N/OC(=O)c2cccs2)cn1	13µM*	?	-2%	-12%	10µM*	-2%	?	6µM*	7	?	?
Cc1ccc2cc(/C=C/C(=O)c3ccco3)c(Cl)nc2c1	?	?	-21%	?	15%	?	?	?	1	?	2.5µM*
N/C(=N\NC(=O)c1cccs1)c1cc2cc(Cl)ccc2oc1=O	0%	9%	-2%	?	?	-19%	2%	5%	0	0%	1%
Cc1nn(CC(=O)OCCOc2ccc(Br)cc2)c(C)c1[N+](=O)[O-]	2%	1%	-3%	16%	3%	9%	9%	4%	0	-1%	0%
Oc1ccc(N=Nc2ccc3c(c2)OCCO3)c2ncccc12	?	15%	1%	0.32µM*	-84%	0.4µM*	0%	5.4µM*	1	-23%	-27%
Cc1cnc(C(=O)Nc2cc(S(=O)(=O)N3CCOCC3)ccc2N2CCN(C)CC2)cn1	-2%	0%	0%	17%	-27%	2%	2%	-2%	-1	-4%	0%
O=C(CCc1c[nH]c2ccccc12)NC1CC1	0%	0%	-4%	-2%	-31%	-1%	5%	4%	-2	1%	2%
O=C(CSc1nc2nc(-c3cccs3)cc(C(F)(F)F)c2c(=O)[nH]1)C(F)(F)F	?	4%	-27%	-5%	-39%	6%	?	-1%	-6	0%	12%
Cc1cc(C)c2c(N)c(S(=O)(=O)Cc3ccccc3)sc2n1	0%	12%	0%	17%	19%	21%	8%	-6%	3	3%	-2%
Oc1ccc(-c2[nH]ncc2-c2ccc(Cl)cc2)c(O)c1	0%	6%	0%	-26%	-18%	-13%	-15%	-1%	-3	0%	-9%
COCCNC(=S)NN=C1CCCCCC1	-4%	-1%	-4%	2µM*	-5%	6.3µM*	-3%	0%	1	0%	11%
COc1ccc(CN(C)C(=O)CCN2C(=O)c3ccccc3C2=O)c(OC)c1OC	10%	1%	4%	-17%	-2%	-3%	19%	-1%	0	2%	-6%
Cc1cccc(Cn2c(=O)n(CCCC(=O)NCc3ccco3)c(=O)c3ccccc32)c1	1%	-1%	-2%	32%	-78%	-13%	?	1%	5	-13%	-6%
NC(=O)[C@@H]1CCNc2c(I)cc([N+](=O)[O-])cc2C(=O)N[C@@H](CCC(=O)O)C(=O)N[C@@H](CO)C(=O)N1	-1%	7%	0%	-9%	17%	-5%	5%	0%	-3	-9%	-6%
CC(C)c1ccc(NC(=O)NC2CCCCC2)cc1	/	/	/	2%	?	12%	/	6.7µM*	?	/	/
CCSc1ccc(C(=O)NCC(=O)O)cc1	0%	0%	4%	0%	-7%	-4%	-7%	0%	1	-2%	-5%
O=C1CC(c2ccc(Cl)cc2)CC(O)=C1C=NCc1ccc(Cl)c(Cl)c1 (centres undefined)	-17%	-4%	-1%	-14%	5%	7%	-7%	0%	3	1%	-4%
Cc1nc2ccccn2c1C(=O)N/N=C/c1cc(C)n(-c2ccc(Cl)cc2)c1C	-3%	-1%	-3%	20µM*	-26%	13µM*	?	21µM*	-5	-4%	0%
COc1cc(NC(=O)Cc2cccs2)c(C(=O)O)cc1OC	0%	8%	1%	-21%	-2%	6%	-4%	?	0	0%	-4%
COc1cc(-c2noc(C)c2-c2ccc(N(C)C)nc2)cc(OC)c1OC	?	10%	-7%	-32%	-39%	2%	9%	0%	?	-16%	-30%[inhibitor]
Cc1ccc(C(=O)N/C(=C\c2ccco2)C(=O)N2CCOCC2)cc1C	-6%	-6%	0%	-10%	-7%	-8%	21µM*	-2%	0	10%	0%
NC(=S)Nc1cc2ccccc2c2ccccc12	-4%	-1%	9%	11µM*	-34%	?	-6%	1%	1	-9%	-2%
CCC(=O)Nc1nnc(Sc2ccc(N(C)C)cc2)s1	0%	-10%	-1%	-19%	0%	0%	6%	1%	2	-2%	6%
O=C1C2ON(c3ccccc3)C(c3cccnc3)C2C(=O)N1c1ccccc1 (centres undefined)	-2%	8%	-1%	3%	3%	2%	8%	0%	0	-1%	-7%
CCC(=O)Nc1ccc(C(=O)NNC(=O)c2cc(OC)c(OC)c(OC)c2)cc1	-3%	-1%	-2%	12%	-13%	-2%	?	-5%	-1	-7%	2%
N#C/C(=C(/O)c1cc2ccccc2o1)c1nc2ccccc2s1	3%	11%	-1%	9%	37%	-11%	18%	6.7µM*	/	3.2µM*	?
CCOC(=O)Cn1c(=O)c2c(nc(N3CCOCC3)n2C)n(C)c1=O	-2%	-1%	-1%	-1%	-1%	5%	2%	-1%	1	3%	-1%
CC(C)N(Cc1cnn(C)c1)Cc1nc(-c2ccc(Cl)cc2)no1	-4%	-3%	-1%	-15%	5%	10%	-16%	-1%	5	-1%	-1%
CC(=O)c1ccccc1NC(=O)Cn1c(=O)cnc2ccccc21	0%	-7%	2%	17%	-42%	5%	2%	-1%	0	3%	-4%
Cc1ccc2[nH]c(-c3cccc(N)c3)cc2c1	2.3µM*	?	-3%	?	?	4%	?	4.8µM*	9	1.8µM*	2.2µM*
O=C(CCCCCn1c(=S)[nH]c2cc3c(cc2c1=O)OCO3)N1CCN(C2CCCCC2)CC1	?	-10%	0%	?	-75%	?	21%	0%	15	1%	-3%
Cn1c(SCc2ccc(Cl)cc2)nnc1C1CC1	0%	-1%	7%	-5%	-5%	-15%	-13%	1%	-4	0%	-6%
